Runt-CBFb FRET = inhibitors of RUNX1 Runt–CBFb binding, primary screen, biochemical, FRET, Cerulean-Runt, Venus-CBFb, uHTS | Runt-related transcription factor 1 (Homo sapiens) + Core-binding factor subunit beta … | Cerulean-Runt/Venus-CBFb FRET ratio 530/480, 1 h | inhibition, % at 20 µM | hit rate 0.46% among 220,000 | AID 1496, 2009;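 active means inhibition over about 50% at 20 µM in the single-dose screen, limit read from the data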;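 further: 0% = DMSO wells and 100% = excess unlabeled CBFb competitor control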
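Measured by: fluorescence energy transfer, 422 nm excitation, 530/480 nm emission; Assay system: Cerulean-Runt domain; Medium: Tris pH 7.5 buffer with BSA; Measure: loss of energy transfer signal; Controls: 5 µM unlabeled CBFb as full-inhibition high control; Incubation: protein complex preformed 1 h, compound exposure 1 h, room temperature, dark.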
Hck-Nef inh = inhibitors of Nef-activated human Hck kinase, primary screen, biochemical, Z-Lyte FRET, 384-well, Hck-YEEI; Tyrosine-protein kinase HCK (Homo sapiens), P08631; Recombinant Hck-YEEI plus Nef, Z-Lyte FRET kinase assay; inhibition, % at 20 µM; hit rate 0.68% among 220,000; AID 463187, 2010;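 active means Hck-Nef kinase inhibition above about 50%, limit read from the data; inactive means inhibition below that limit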;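 further: 0% = DMSO with Hck plus Nef and 100% = Hck alone without Nef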
Runt-SMMHC FRET = inhibitors of RUNX1 Runt–CBFb-SMMHC binding, primary screen, biochemical, FRET, Cerulean-Runt, Venus-CBFb-SMMHC, uHTS; hit rate 0.74% among 220,000; Runt-related transcription factor 1 (Homo sapiens) + Core-binding factor subunit beta …; Cerulean-Runt/Venus-CBFb-SMMHC FRET ratio 530/480, 1 h; AID 1434, 2008; inhibition, % at 20 µM;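 active means mean inhibition across duplicate retests at 20 µM reaching about 50%, limit read from the data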;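 further: 0% = DMSO wells and 100% = wells with excess untagged CBFb-SMMHC; inhibitors lower the FRET ratio by blocking Runt binding to CBFb-SMMHC; some results filed as inactive read as strong as hits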
thrombin 1536 = human alpha-thrombin inhibitors, primary screen, counter-screen for coagulation protease inhibitor project, biochemical, 1536-well, fluorogenic AMC substrate. Prothrombin (Homo sapiens), P00734. Boc-VPR-AMC fluorogenic substrate cleavage. inhibition, % at 5 µM. hit rate 0.26% among 220,000. AID 1046, 2008;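 active means inhibition at or above 40%; inactive means inhibition below 40%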;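 further: 0% = enzyme with no compound and 100% = wells without enzyme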
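Test system: human alpha-thrombin protein / Dosing: one concentration per compound, 5 µM, with 0.2% DMSO / Medium: pH 7.5 Tris-saline with Tween 20 / Benchmarks: no-compound enzyme wells and no-enzyme blanks / Read-out basis: percent inhibition of thrombin substrate cleavage / Timing: reaction at room temperature / Measured by: fluorescence, ex 355 nm, em 460 nm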
FXIIa inh = human FXIIa protease inhibitors, primary screen, biochemical, 1536-well; Coagulation factor XII (Homo sapiens), P00748; purified FXIIa, Boc-QGR-AMC fluorogenic substrate, 2 h; inhibition, % at 5 µM; hit rate 0.3% among 220,000; in the data active means inhibition above about 40%;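 further: 0% = enzyme with no compound and 100% = blank without enzyme; many of its hits are not listed in these tables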
14-3-3 Bad inh = inhibitors of 14-3-3 zeta/Bad binding, primary screen, biochemical, TR-FRET, bovine 14-3-3 zeta; 14-3-3 protein zeta/delta (Bos taurus), P63103; TR-FRET 14-3-3zeta/Dy647-pBad peptide displacement, 1 h; inhibition, % at 21.7 µM; hit rate 0.71% among 220,000; AID 781, 2007;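 active means inhibition above about 70%, limit read from the data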;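 further: 0% = full 14-3-3 plus peptide FRET controls and 100% = background without 14-3-3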
Target sequence (P63103 whole entry, looked up): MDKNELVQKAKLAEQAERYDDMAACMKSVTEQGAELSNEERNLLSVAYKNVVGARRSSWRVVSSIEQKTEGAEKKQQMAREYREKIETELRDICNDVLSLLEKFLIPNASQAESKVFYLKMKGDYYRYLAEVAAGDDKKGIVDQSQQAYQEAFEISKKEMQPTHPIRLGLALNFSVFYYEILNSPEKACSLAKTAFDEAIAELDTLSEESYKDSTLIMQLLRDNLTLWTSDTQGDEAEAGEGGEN
FXIa inh = human FXIa protease inhibitors, primary screen, biochemical, 1536-well | Coagulation factor XI (Homo sapiens), P03951 | purified FXIa, Boc-Glu-Ala-Arg-AMC fluorogenic substrate | inhibition, % at 5 µM | hit rate 0.14% among 220,000;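 active means inhibition of at least 40%; inactive means inhibition below 40%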;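 further: fluorescence of freed AMC excited at 355 nm; 0% = enzyme without compound and 100% = no enzyme blank; many of its hits are not listed in these tables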
Wee1 degr inh = Wee1 degradation inhibitors, primary screen, cell-based, HeLa, Wee1K328M-luciferase, luminescence; HeLa Luc-Wee1K328M stability; 100% = proteasome inhibitor MG132 effect; reporter increase, % at 5 µM; Wee1-like protein kinase (Homo sapiens), P30291; hit rate 1.2% among 220,000; AID 1321, 2008;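 active means activation above the mean of all tested compounds plus 3 SD, set per screening run, cut at about 8.8% in these data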;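 further: cells exposed to compound for 20 h before luminescence read; 0% = DMSO alone and 100% = MG132 at 30 µM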
Target sequence (P30291 whole entry K328M): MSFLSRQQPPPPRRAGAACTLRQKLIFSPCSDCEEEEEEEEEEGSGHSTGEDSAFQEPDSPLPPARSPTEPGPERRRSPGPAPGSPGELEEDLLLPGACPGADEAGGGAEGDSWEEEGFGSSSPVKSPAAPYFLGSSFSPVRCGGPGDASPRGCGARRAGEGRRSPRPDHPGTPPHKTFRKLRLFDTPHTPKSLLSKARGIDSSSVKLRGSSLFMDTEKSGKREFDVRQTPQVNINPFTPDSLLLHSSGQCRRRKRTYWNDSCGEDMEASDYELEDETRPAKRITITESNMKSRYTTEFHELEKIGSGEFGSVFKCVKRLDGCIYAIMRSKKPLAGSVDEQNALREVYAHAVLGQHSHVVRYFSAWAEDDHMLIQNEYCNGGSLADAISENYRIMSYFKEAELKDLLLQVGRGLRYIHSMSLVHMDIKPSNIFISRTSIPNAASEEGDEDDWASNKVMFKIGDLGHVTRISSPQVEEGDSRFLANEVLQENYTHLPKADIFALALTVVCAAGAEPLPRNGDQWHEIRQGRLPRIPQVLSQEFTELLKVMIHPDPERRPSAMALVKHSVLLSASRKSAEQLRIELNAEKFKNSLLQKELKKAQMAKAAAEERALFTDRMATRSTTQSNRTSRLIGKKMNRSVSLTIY
hK5 inh = human KLK5 protease inhibitors, primary screen, biochemical, 1536-well; Kallikrein-5 (Homo sapiens), Q9Y337; recombinant hK5, fluorogenic AMC substrate cleavage; inhibition, % at 5 µM; hit rate 0.59% among 210,000;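 active means inhibition of 40% or more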;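 further: 0% = enzyme controls without compound and 100% = no-enzyme blanks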
Target sequence (Q9Y337 67-293 limits assumed): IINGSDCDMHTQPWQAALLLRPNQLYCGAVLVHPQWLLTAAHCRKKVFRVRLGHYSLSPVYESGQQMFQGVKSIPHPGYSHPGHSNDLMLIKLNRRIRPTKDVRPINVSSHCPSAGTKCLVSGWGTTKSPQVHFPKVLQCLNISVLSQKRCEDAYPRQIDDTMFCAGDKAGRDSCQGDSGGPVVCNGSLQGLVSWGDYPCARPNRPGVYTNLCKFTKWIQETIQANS
Starred values were filed as active, the others as inactive; . = no result given; [ ] = dose if it differs, or a comment.

SMILES	Runt-CBFb FRET	Hck-Nef inh	Runt-SMMHC FRET	thrombin 1536	FXIIa inh	14-3-3 Bad inh	FXIa inh	Wee1 degr inh	hK5 inh
CCC1CCCCN1CC(=O)c1c(C)[nH]c2ccccc12 (stereo not given)	-3	3	-4	-2	11	-13	-4	-1	-6
CCCCCC(=O)Nc1sc(C)c(C)c1C#N	39	0	29	-3	12	13	7	-2	3
C=CCOc1c(Br)cc(CNc2ccc(NC(=O)C(C)C)cc2)cc1OCC	-2	2	-4	-9	14	-12[fluorescence artefact?]	4	3	-6
O=C1N(CN2CCC3(CC2)OCCO3)c2ccccc2C12OCCCO2	0	0	1	-4	-1	-2[fluorescence artefact?]	-3	-3	0
CCOc1ccc(N2C(=O)Nc3ccccc3C2(O)C(=O)NCc2ccco2)cc1 (stereo not given)	0	21	0	-3	8	-19	-3	6	1
COc1cc(OC)c(/C=N/NC(N)=S)cc1Br	-3	12	1	-4	22	19	18	-3	-13
C=CCNC(=O)CSc1ncc2c(n1)-c1c(csc1SC)CC2	4	25	11	0	3	8	-8	-4	-9
Cn1c(-c2sc3cc(C(F)(F)F)cnc3c2-c2ccccn2)n[nH]c1=S	7	-9	19	-7	7	-7	-3	-1	.
COc1cc(N/C(N)=N/c2nc(C)cc(C)n2)c(OC)cc1Cl	1	14	0	-5	6	-6	-1	-1	2
CC1CC(C)CN(C(=O)COC(=O)c2ccc[nH]c2=O)C1 (stereo not given)	1	-1	2	-3	10	-4	2	-2	4
CSC(=NC#N)N1CCN(C(=NC#N)SC)CC1	4	-6	-4	-1	10	-1	-1	1	-7
CC(=O)Nc1ccc(NC(=O)CSc2nnnn2-c2ccc3c(c2)OCCO3)cc1	-4	21	-13	-4	4	-6	-3	-3	2
COc1ccccc1NC(=O)c1c(C)nc2ccccc2c1C(=O)O	-1	10	-1	-6	0	-10	-1	3	-3
CCSc1nnc(NC(=O)CSc2nccn2-c2cc(C)cc(C)c2)s1	-3	0	-2	-1	20	4	11	5	3
O=C(O)c1ccc(Cl)c(S(=O)(=O)N2CCCC2)c1	1	24	1	-2	7	4	0	6	0
Cc1noc(C)c1COc1cccc(C(=O)Nc2ccc(C#N)cc2)c1	0	-1	-2	35	16	10[fluorescence artefact?]	38	0	39
Cc1cc(C)cc(N2C(=O)CCN(Cc3ccccc3)C2=O)c1	0	28	-68	-6	9	0	-4	-2	-2
Nc1nc(Br)c2c(F)cccc2c1-c1ccc(F)cc1	0	0	3	3	15	-9	2	-4	-11
CCOc1ccccc1Oc1coc2cc(OCC(=O)O)ccc2c1=O	0	37	1	-4	-3	8	-7	6	-19
O=[N+]([O-])c1ccc(O)c(/C=N/n2cnc3ccccc32)c1	-3	0	2	4	3	8	3	-3	2
COc1cccc(-c2cc(C(=O)N3C(C)CCCC3C)no2)c1 (stereo not given)	2	13	-7	-2	13	16	4	-1	-24
Cc1cc(NC(=O)CSc2ncnc3c2cnn3-c2ccccc2)no1	0	-9	-5	1	.	-5	2	1	3
COC(=O)CN1C(=S)N(c2ccc(F)cc2)C(=O)C1CC(=O)Nc1ccccc1 (stereo not given)	3	3	2	6	4	7	-1	0	-14
Cc1cccc(C#N)c1NC1=CC(=O)CC(C)(C)C1	-2	0	1	8	13	55	5	3	15
O=c1[nH]nc(SCc2nc3ccccc3s2)n1C1CC1	2	2	-2	7	2	-1	-1	1	-1

4 successive entries already listed, for reference:
SMILES	Runt-CBFb FRET	Hck-Nef inh	Runt-SMMHC FRET	thrombin 1536	FXIIa inh	14-3-3 Bad inh	FXIa inh	Wee1 degr inh	hK5 inh
Cc1cc(C)cc(N2C(=O)CCN(Cc3ccccc3)C2=O)c1	0	28	-68	-6	9	0	-4	-2	-2
Nc1nc(Br)c2c(F)cccc2c1-c1ccc(F)cc1	0	0	3	3	15	-9	2	-4	-11
CCOc1ccccc1Oc1coc2cc(OCC(=O)O)ccc2c1=O	0	37	1	-4	-3	8	-7	6	-19
O=[N+]([O-])c1ccc(O)c(/C=N/n2cnc3ccccc32)c1	-3	0	2	4	3	8	3	-3	2

Other compounds.
SMILES	Runt-CBFb FRET	Hck-Nef inh	Runt-SMMHC FRET	thrombin 1536	FXIIa inh	14-3-3 Bad inh	FXIa inh	Wee1 degr inh	hK5 inh
CCN(CC)CC(=O)n1c2c(c3ccccc31)CCCC2	0	-1	-4	2	11	0	3	-4	0
COc1ccc2c(c1)C(=O)OC2CC(=O)O (stereo not given)	0	0	-2	3	14	-2	4	-2	-19
CN(CCc1ccccn1)C(=S)Nc1ccc(Cl)c(Cl)c1	3	16	-3	-4	6	-14	-2	15*	2
c1ccc(Cc2nn3c(COc4ccccc4)nnc3s2)cc1	33	0	4	-4	-6	21[fluorescence artefact?]	-10	-2	-4
CC(C)C(C(=O)Nc1sc2c(c1C#N)CCCCC2)N1C(=O)c2ccccc2C1=O (stereo not given)	-2	-2	4	-4	-3	-9[fluorescence artefact?]	-7	0	-3
CCOc1ccc2c(c1)s/c(=N\S(=O)(=O)c1ccc(OC)cc1)n2C(F)F	0	2	1	-5	7	8	-5	1	-13
Cc1ccc(C2/C(=C(\O)c3c(C)nc4ccccn34)C(=O)C(=O)N2CCN(C)C)o1 (stereo not given)	2	11	3	-5	4	-5	-3	-3	-2
CC(NC(=O)CCc1ccccc1)c1cc2c(cc1Cl)OCCO2 (stereo not given)	0	3	2	-5	7	-2	6	0	-8
CCOC(=O)CCC(=O)c1c(C)oc2ccc(OC)cc12	-1	6	1	-10	2	-3[fluorescence artefact?]	2	-3	2
CCC(=O)NC(=S)Nc1ccc(NC(=O)c2cc3ccccc3o2)c(OC)c1	-4	22	-10	-11	11	52	3	2	-10
CCOC(=O)C1(Cc2cccc(OC)c2)CCN(Cc2cccc(OC)c2O)CC1	3	20	6	-4	5	-7	-2	-2	2
Cc1cccc2cc(CN(Cc3nnnn3Cc3ccco3)C3CCCC3)c3nnnn3c12	25	0	8	3	12	3	3	-3	-23
CN(Cc1ccccc1)S(=O)(=O)c1ccc2c(c1)n(C)c(=O)n2C	2	-1	4	-2	10	-8	-9	4	-6
CC(C)CCn1c(NCCc2ccccc2)nc2c1c(=O)n(C)c(=O)n2C	-3	20	2	1	15	-1	3	.	0
Cc1cccc(C)c1NC(=O)COC(=O)Cc1ccsc1	-1	5	-1	-3	12	-4[fluorescence artefact?]	5	-4	-12
CCCC(C(=O)NC1CCCCC1)N(CC1CCCO1)C(=O)CNS(=O)(=O)c1ccc(F)cc1 (stereo not given)	-2	-1	1	-11	4	0	-9	2	-39
CCN(CC)C(=O)C1=C(C)NC(=O)NC1c1ccccc1F (stereo not given)	2	2	-4	-5	9	5	-4	1	-3
Cc1cc(C)c(C#N)c(OCC(=O)c2ccccc2)n1	0	3	2	-1	10	-11	-2	1	-4
CC(C)Cn1c(SCC(=O)c2c(N)n(C)c(=O)n(C)c2=O)nc2ccccc21	-2	0	2	0	1	-7	-11	-1	-16
O=C(Nc1cccn(Cc2ccccc2Cl)c1=O)NC1CCCCC1	2	16	5	-13	1	-4	-3	2	-2
COc1ccc(Cl)cc1S(=O)(=O)NCc1cccnc1	1	4	-4	0	11	4	3	0	2
COc1ccc(/C=N/N=C/c2ccc(OC)c(OC)c2)cc1OC	2	-2	-3	-6	-7	4	-2	0	-18
COc1ccccc1OCc1ccc(C(=O)N2CCN3CCCC3C2)cc1 (stereo not given)	2	0	1	-3	1	-12	-2	-2	-16
COc1ccc(-c2cc(C(F)F)n3ncc(C(=O)NCCCN4CCCC4=O)c3n2)cc1	8	1	23	-3	18	5	16	-2	-10
CN/N=C/c1ccc(C#N)cc1	-2	26	-3	-5	4	-13	2	-2	-2
More results follow:
SMILES	Runt-CBFb FRET	Hck-Nef inh	Runt-SMMHC FRET	thrombin 1536	FXIIa inh	14-3-3 Bad inh	FXIa inh	Wee1 degr inh	hK5 inh
CCOc1ccc2sc(NS(=O)(=O)c3ccc(OC)c(OC)c3)nc2c1	1	1	-2	1	8	-7	-9	0	-14
O=C(COC(=O)c1cncc(Br)c1)NCc1ccc(F)cc1	1	19	0	-1	11	-2	0	-2	2
O=c1c(-c2ccc3c(c2)OCCO3)coc2cc(OC3OC(CO)C(O)C(O)C3O)ccc12 (stereo not given)	34	26	-3	-14	1	2	-3	-2	-5
CC1OC(C)(C)OC1C1CNc2nc(NC(=O)C(C)(C)C)[nH]c(=O)c2N1C(=O)c1cccnc1 (stereo not given)	1	4	2	2	11	-21	7	1	-2
Cc1onc(-c2ccccc2)c1C(=O)N/N=C/c1cc2c(cc1Cl)OCO2	0	9	4	-2	2	1[fluorescence artefact?]	6	-3	-14
O=c1[nH]c(CSc2cccc[n+]2[O-])nc2ccccc12	4	-1	-4	-5	2	2	-2	-2	-2
O=C(Nc1ccnc(-c2ccncc2)n1)c1ccc(Cl)cc1	2	24	-7	2	4	5	2	-2	-1
Cc1cnc(C(=O)OCC(=O)NCc2ccccc2)cn1	1	-2	3	-7	7	56	0	4	-2
CCN(c1ccccc1)S(=O)(=O)c1ccc(N)cc1	3	2	-1	-3	16	72*	6	-1	-7
COc1ccc(NC(=O)c2ccc(-n3nc(C)cc3C)cc2)cc1OC	0	1	3	10	23	-9	11	0	10
Brc1ccc(-c2csc(Nc3nc(-c4ccc(Br)cc4)cs3)n2)cc1	3	10	-2	2	9	-11	5	4	3
O=C(CCN1C(=O)c2ccccc2C1=O)Nc1cccc(F)c1	0	0	1	-21	5	13	5	-1	0
CCOC(=O)CSC1=C(C#N)C(c2ccccc2OCC)C(C(=O)OCC)C(=O)N1 (stereo not given)	-2	0	1	-3	13	6	7	1	0
CCOC(=O)N1CCC(Nc2cc(C)nc3c(-c4ccccc4OC)c(C)nn23)CC1	-4	-5	0	-3	3	0	-4	-3	9
COc1ccc(C2=NN(C(=O)CSc3ncccn3)C(c3ccc(OC)cc3)C2)cc1 (stereo not given)	-4	-2	-6	-5	2	-1[fluorescence artefact?]	0	0	-5
CCNC(=O)COC(=O)c1cc(=O)[nH]c2ccccc12	-1	0	1	1	7	5	2	-1	-11
O=C(c1nc2ccc(Cl)cn2c1CNCC[C@@H]1C[C@@H]2C=C[C@H]1C2)N1CCCCCCC1	-2	23	2	-4	8	-5	11	-4	10
O=S(=O)(NC1c2cccc3cccc(c23)C1N1CCN(CCO)CC1)c1ccccc1 (stereo not given)	-4	1	2	-5	4	.	0	1	-4
